STK33 kinase inh: inhibitors of purified STK33 kinase, primary screen, biochemical, ADP-Glo luminescence, homogeneous, cell-free. MBP phosphorylation. inhibition, % at 10 µM. actives 0.073% (n = 320,000);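 active means inhibition at or above 25%, using the most active replicate where run in duplicate; inactive means inhibition below 25%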
Target sequence (Q9BYT3 whole entry, looked up): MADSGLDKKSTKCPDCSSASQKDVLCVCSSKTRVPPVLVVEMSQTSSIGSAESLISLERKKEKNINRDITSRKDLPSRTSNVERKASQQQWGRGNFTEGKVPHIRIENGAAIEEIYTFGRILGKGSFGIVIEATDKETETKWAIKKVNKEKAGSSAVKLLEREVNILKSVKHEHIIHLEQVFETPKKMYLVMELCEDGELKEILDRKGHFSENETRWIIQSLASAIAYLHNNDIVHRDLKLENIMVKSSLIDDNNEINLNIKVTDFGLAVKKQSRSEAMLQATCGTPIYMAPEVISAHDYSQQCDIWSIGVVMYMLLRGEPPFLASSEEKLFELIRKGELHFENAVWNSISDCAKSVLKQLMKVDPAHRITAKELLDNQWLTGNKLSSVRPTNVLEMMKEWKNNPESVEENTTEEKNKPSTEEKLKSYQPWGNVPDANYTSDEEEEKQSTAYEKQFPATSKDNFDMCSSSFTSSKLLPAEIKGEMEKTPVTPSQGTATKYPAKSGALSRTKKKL
OX1R antag: antagonists of human orexin 1 receptor (OX1R) | OX1R-expressing cells, FRET antagonist read-out | AID 485270, 2010 | Orexin/Hypocretin receptor type 1 (Homo sapiens), O43613 | actives 1.8% (n = 330,000) | inhibition, % at 6.6 µM; in the data active means inhibition mostly above about 38%, no sharp cut-off; inactive means mostly below about 40%;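 further: 0% = agonist challenge alone and 100% = reference antagonist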
Target sequence (O43613 whole entry, looked up): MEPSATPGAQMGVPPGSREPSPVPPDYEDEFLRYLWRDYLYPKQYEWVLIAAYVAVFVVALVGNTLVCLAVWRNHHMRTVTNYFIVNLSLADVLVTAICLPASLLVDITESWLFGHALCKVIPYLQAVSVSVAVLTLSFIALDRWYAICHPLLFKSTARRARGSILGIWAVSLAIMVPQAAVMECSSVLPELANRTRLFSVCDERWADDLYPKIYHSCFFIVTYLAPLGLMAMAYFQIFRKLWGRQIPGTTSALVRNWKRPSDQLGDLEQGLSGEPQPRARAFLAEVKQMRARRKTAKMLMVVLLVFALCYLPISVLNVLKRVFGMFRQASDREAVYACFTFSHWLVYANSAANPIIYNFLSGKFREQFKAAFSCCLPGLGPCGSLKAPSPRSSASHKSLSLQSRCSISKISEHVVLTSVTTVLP
Active calls of the source: *; . = not tested or not shown.

SMILES	STK33 kinase inh	OX1R antag
CN(C1CCS(=O)(=O)C1)S(=O)(=O)c1ccc(N2CCCC2=O)cc1 (configuration not stated)	-0.6	28
Clc1nc(Cl)nc(-c2cn(-c3ccccc3)c3ccccc23)n1	-1.8	9
COc1ccc(Br)cc1C(=O)Nc1ccc(NC(=O)c2ccco2)cc1	-1.4	47
COc1ccc(CN2C(=O)C(Cc3ccccc3)Nc3ncnc(N4CCN(c5ccccc5)CC4)c32)cc1 (configuration not stated)	1.9	8
NC(=O)c1cccnc1Oc1cccc(Cl)c1	-2.6	-8
Cc1ccc(-c2cc(-c3ccccc3)nc(N(C)N)n2)cc1	-1.1	11
CCOC(=O)CN1NC2(CCCC(C)C2)NC1=S (configuration not stated)	-1.0	6
O=[N+]([O-])c1ccc(/C=N/Nc2nc(N3CCCC3)nc(N3CCCC3)n2)o1	-2.1	9
CC1(c2nnc(-c3cccc(Cl)c3)o2)CC(c2ccccc2F)=NO1 (configuration not stated)	-0.5	28
Cc1ccc(S(=O)(=O)N2CCC(=O)N(C(COCc3ccc(Cl)c(Cl)c3)Cc3ccccc3)CC2)cc1 (configuration not stated)	1.9	-7
O=C(CN(Cc1ccccc1)C(=O)c1csnn1)NCCc1ccccc1	0.5	10
COc1ccccc1CNC(=O)COC(=O)C1CC1	1.1	0
CC1(C)Cc2ccccc2C(c2cc3ccccc3oc2=O)=N1	-0.8	11
CCc1ccc(C2=NN(c3ccc(S(N)(=O)=O)cc3)C(c3ccc(F)cc3)C2)cc1 (configuration not stated)	0.3	0
Cc1cc(NC(=O)CSc2nc(-c3ccccc3)c(C#N)c(=O)[nH]2)no1	.	7
Cc1nn(C)c(Cl)c1CN1CCCC(CO)(Cc2cccc(Cl)c2)C1 (configuration not stated)	-1.7	22
CCOc1ncccc1C(=O)N(CCC(C)C)c1c(N)n(Cc2ccccc2)c(=O)[nH]c1=O	-1.5	16
CCOC(=O)N1CCN(Cc2nc3cc([N+](=O)[O-])ccc3n2CC)CC1	2.7	5
COC(=O)c1cc(S(=O)(=O)Nc2nn(C)c3cccc(F)c23)oc1C	0.1	8
Cc1occc1C(=O)Nc1ccccc1C#N	-0.1	-3

Next section (four carried over from the part before).
SMILES	STK33 kinase inh	OX1R antag
CCOc1ncccc1C(=O)N(CCC(C)C)c1c(N)n(Cc2ccccc2)c(=O)[nH]c1=O	-1.5	16
CCOC(=O)N1CCN(Cc2nc3cc([N+](=O)[O-])ccc3n2CC)CC1	2.7	5
COC(=O)c1cc(S(=O)(=O)Nc2nn(C)c3cccc(F)c23)oc1C	0.1	8
Cc1occc1C(=O)Nc1ccccc1C#N	-0.1	-3
Clc1cccc(Cl)c1COc1ccccn1	-1.7	8
CCc1ccc(OCC(=O)NNC(=O)c2ccc(NC(=O)C3CC3)cc2)cc1	-0.1	-10
CCCn1nnc(NC(=S)NC(=O)/C=C/c2ccc(Cl)cc2)n1	0.5	4
Cc1cccc(C(C)C)c1NC(=O)CN1C(=O)NC2(CCc3ccccc32)C1=O (configuration not stated)	-2.4	11
CC1(C)CC(=O)C2=C(C1)OC(/N=C/N1CCOCC1)=C(C#N)C2c1ccccc1 (configuration not stated)	0.2	7
COc1ccccc1NC(=O)c1ccc(NC(=O)CSc2nncn2C)cc1	5.6	2
Cc1occc1C(=O)NC(C)c1ccc2c(c1)OCO2 (configuration not stated)	0.7	3
COC(=O)c1ccc(CSc2nc3ccccc3c(=O)n2CC(C)C)o1	-0.8	16
CC1CC1c1ccc(/C=C(\C#N)C(=O)Nc2ccc(Cl)cc2Cl)o1 (configuration not stated)	-0.9	13
CCOc1cc(C(=O)Nc2cccc(OCC(=O)N3CCOCC3)c2)cc(OCC)c1OCC	-2.6	13
COc1ccc(CN2CCCC(C(=O)c3ccc(SC)cc3)C2)cc1Cn1cccn1 (configuration not stated)	0.5	9
C/C(Cl)=C\Cn1c(O)c(N=O)c2ccccc21	-2.3	12
COc1ccc(-c2nc3ccccc3o2)cc1OC	-1.7	53
COc1ccccc1Nc1nc(C)nc2c1oc1ccccc12	-0.6	8
c1ccc(Cc2nc3ccccc3o2)cc1	-1.5	10
Cc1c(C(=O)N/N=C/c2ccc(Cl)cc2)[nH]c2ccc(Cl)cc12	-1.1	24
COc1ccc(NC(=O)CCCN2C(=O)C(c3ccccc3)Oc3cccnc32)cc1 (configuration not stated)	0.2	7
CCn1ncc(NC(=S)Nc2ccc(OC)c(OC)c2)c1C(N)=O	-3.7	18
Cc1sc2nc(SCC(=O)NCc3ccco3)n(C)c(=O)c2c1C	-0.7	58
Cc1c(C(=O)NCc2ccco2)sc2nc(-c3ccccc3)cn12	0.2	23
C=CCn1c(SCC(=O)c2ccc(O)c(O)c2)nnc1-c1ccc(OC)cc1	7.2	1
COC(=O)[C@@H](NC(=O)NCc1cccs1)C(C)C	-0.4	5
Cn1nc(-c2ccccc2)cc1NS(=O)(=O)c1ccc(C#N)cc1	0.0	-1
O=C(C1CCC1)N1CCN(c2ccnc3cc(Cl)ccc23)CC1	5.4	13
O=C(c1c(F)cccc1F)N(Cc1ccccc1)Cc1ccccc1	-0.3	30
COc1cc(C(=O)NCCCc2nc3ccccc3n2Cc2cc(C)ccc2C)cc(OC)c1OC	-0.7	5
COC(=O)C(=Nc1ccccc1)/C(C(=O)C(=O)N(C)c1ccccc1)=C(\O)c1ccc(Cl)cc1	-0.2	15
CC(=O)c1ccc(N(C(=O)CNC(=O)c2cccs2)C(C(=O)NCC2CCCO2)c2ccccc2)cc1 (configuration not stated)	-1.8	16
O=c1cc(-c2ccc3c(c2)OCO3)oc2ccccc12	0.5	25
Cc1cccc(C)c1NC(=O)CN(C)C(C)C(=O)Nc1ccccc1-c1ccccc1 (configuration not stated)	-0.6	19
O=C(/C=C/c1ccc(Cl)cc1Cl)Nc1ccc(CN2CCOCC2)cc1	2.7	12
COCCN(C(=O)CNC(=O)c1ccco1)C(C(=O)NC1CCCC1)c1ccc(F)cc1 (configuration not stated)	-1.2	4
CCOC(=O)c1ccc(N[C@@H]2CCN3C(=O)c4ccccc4[C@@H]3C[C@H]2O)cc1	.	23
Cc1ccc(-c2ccc(=O)n(Cc3cccc(Br)c3)n2)cc1	-1.0	9
COC(=O)CCNC(=O)c1ccc2nc(Cc3ccc(OC)c(OC)c3)oc2c1	0.1	9
COc1cc(-c2nnc(COC(=O)c3cc(C)nc4ccc(C)cc34)o2)cc(OC)c1OC	.	31
Cc1ccccc1CSCCNC(=O)c1ccc(Cl)c(S(=O)(=O)N2CCOCC2)c1	-0.9	23
Cc1nn(-c2ccccc2)c2c1cc1c(=O)n(C)c(=O)nc-1n2-c1ccccc1F	-0.7	24
CCOc1ccc(N(C(=O)CNC(=O)c2ccco2)C(C(=O)NC2CCCC2)c2cccnc2)cc1 (configuration not stated)	-0.8	13
COc1ccc(C(=O)Nc2nc(-c3cccs3)cs2)cc1	-0.4	90*
COC(=O)c1ccc(S(=O)(=O)N(Cc2ccccc2)Cc2ccccc2)n1C	-0.4	9
O=C(NC1CCCCC1NC(=O)c1cccs1)c1cccs1 (configuration not stated)	-4.1	7
C=CCOc1ccc(/C=C(\C#N)C(=O)Nc2ccccn2)cc1OC	0.3	38
CN(CC(=O)Nc1ccccc1Cl)C(=O)C1CCN(S(=O)(=O)c2ccc3c(c2)OCCO3)CC1	-1.0	15
CCOc1ccc2nc(NC(=O)C3CCCN(S(=O)(=O)c4cccs4)C3)sc2c1 (configuration not stated)	-0.8	84*
Cc1ccc(NC(=O)CNc2cccc(Br)c2)cc1S(=O)(=O)N1CCOCC1	2.0	5
CCNC(=O)NC(=O)C(C)N1C(=O)NC(c2ccccc2)(c2ccccc2)C1=O (configuration not stated)	-2.2	3
O=C(Nc1ccccc1)c1ccccc1NC(=O)C(F)(F)F	-0.4	29
CCCn1c2c(c(O)c(C(=O)NC)c1=O)CCCC2	2.0	14
Cn1c(=O)[nH]c(=O)c2c1nc(NC1CCCC1)n2Cc1ccccc1	-1.0	1
CCCNC(=S)NC1CC2CCCC(C1)N2CC(C)C (configuration not stated)	2.4	1
O=C(NCc1ccco1)c1cc(-c2ccccc2)nc2ccccc12	-2.3	42
CC1/C(=C\c2ccc(Cl)cc2)C(=O)C2CC1C2(C)C (configuration not stated)	-0.9	-3
CC(C)Cn1c(=O)c2ccccc2n2c(CCC(=O)NCC3CCCO3)nnc12 (configuration not stated)	-0.4	13
O=C(CN1C(=O)CCC1=O)Nc1nc(-c2cccs2)cs1	0.4	27
COc1ccc(-c2nc3ccc(C(=O)NCCCN4CCOCC4)cc3nc2-c2ccc(OC)cc2)cc1	-0.8	5
COc1cc(C(=O)Nc2cccc(S(=O)(=O)N3CCCC3)c2)c([N+](=O)[O-])cc1OC	-0.4	17
O=C(COc1ccccc1)NS(=O)(=O)c1ccccc1	-1.2	16
O=C(N/N=C/c1cccc(Cl)c1)c1c(O)c2c([nH]c1=O)CCCC2	-2.3	2
CCc1nnc(NC(=O)CCC(=O)N2CCN(CCc3ccccc3)CC2)s1	1.1	5

Remaining list, next part
SMILES	STK33 kinase inh	OX1R antag
CCN(CC)CCN1C(=O)c2ccccc2NC1c1ccccc1F (configuration not stated)	-1.1	12
Cc1cc(NS(=O)(=O)c2ccc(NC(=O)c3cc(-c4cccnc4)nc4ccc(Cl)cc34)cc2)no1	-1.4	5
CC(C)(C)n1cc(S(=O)(=O)c2ccccc2)[nH]c1=O	-1.1	22
CCOC(=O)c1c(C)[nH]c(=S)c(C#N)c1-c1ccccc1	-1.0	9
CCOC(=O)C1C(=O)NC(N2CCN(c3ccccc3)CC2)=NC1c1ccco1 (configuration not stated)	2.2	0
CCOC(=O)C1=C(COC(=O)Cc2c(F)cccc2Cl)NC(=O)NC1C (configuration not stated)	-1.0	0
CCOc1ccc(S(=O)(=O)N2CN(c3cccc(C(C)=O)c3)c3nc4ccccc4nc32)cc1	-0.6	15
CCOc1ccc(OCC)c(NC(=O)CN2CCN(CC(=O)NC(C)C)CC2)c1	-2.4	4
N#Cc1c(N)c(C(=O)c2ccccc2)n2c1CCCC2	0.5	3
O=C(NCCc1ccccc1C(F)(F)F)C1CCC(=O)N(CCCN2CCCC2=O)C1 (configuration not stated)	-0.3	4
CC(C)(C)[C@H]1C=C(C(=O)N2CCN(Cc3ccccc3)CC2)O[C@@H](OCCCCO)C1	0.6	2
Cc1ccc(-c2cc(C(=O)Nc3c(C#N)cnn3C)no2)cc1	-0.7	6
CN(Cc1ccccc1)Cc1nc2c([nH]1)c(=O)[nH]c(=O)n2C	-0.4	18
O=C(CSc1nnnn1-c1ccc(F)cc1)Nc1ccc(N2CCOCC2)c(Cl)c1	-0.9	14
Cc1nn(CC(O)COc2ccc3c(c2)CCC3)c(C)c1C (configuration not stated)	0.0	14
CCOc1cccc(-c2nnc(SCC(=O)Nc3cc(OC)cc(OC)c3)n2N)c1	-1.2	10
CN(C(=O)c1ccncc1)C1CCS(=O)(=O)C1 (configuration not stated)	-1.8	11
Cc1ccc(S(=O)(=O)N2CC(C)N(S(C)(=O)=O)C2)cc1 (configuration not stated)	0.1	9
Cc1c(N=C2NC(=O)C(CC(=O)Nc3ccc(Cl)cc3)S2)c(=O)n(-c2ccccc2)n1C (configuration not stated)	-2.3	10
C=CCOc1ccc(C2/C(=C(\O)c3ccc4c(c3)CC(C)O4)C(=O)C(=O)N2CCN2CCOCC2)cc1OCC (configuration not stated)	-2.0	18
Cc1cc(C)c2oc(-c3cccc(NC(=O)c4ccc(F)cc4)c3)nc2c1	-2.9	5
COc1ccc(/C=C2\C(=O)N(Cc3ccc(F)cc3)CC(=O)N2Cc2ccccc2)cc1	-2.8	28
CC(=O)Nc1ccc(Sc2ccccc2C(=O)N2CCCC2)cn1	-1.2	15
O=C1C=Cc2ccccc2/C1=C/c1[nH]c(=O)[nH]c1O	-0.8	-6
COc1ccc(CCN(C)C(=O)c2ccc(S(=O)(=O)NCc3ccco3)cc2)cc1OC	-4.1	20
C/C(=N\NC(=O)c1ccc([N+](=O)[O-])cc1)c1cc2ccccc2oc1=O	-1.3	68*
NC(=O)C1CCN(C2CC(=O)N(Cc3cccs3)C2=O)CC1 (configuration not stated)	.	10
CCOC(=O)C1CCN(C(=O)c2cc3cc4ccc(C)cc4nc3o2)CC1	-0.5	23
COc1ccc(O)c(/C=N/NS(=O)(=O)c2ccc(C)cc2)c1	-3.1	-10
CCC(C(=O)NC1CCCCC1)n1c(SCc2cccc(C)c2)nc2ccncc21 (configuration not stated)	-0.3	-2
COc1ccc(NC(=O)Cn2c(=O)n(CC3CCCO3)c(=O)c3cc(OC)c(OC)cc32)c(OC)c1 (configuration not stated)	-0.2	14
Cc1ccc(N2C(=O)CSC23C(=O)Nc2ccccc23)cc1 (configuration not stated)	-0.3	14
CCC(C)NC(=O)c1ccccc1NC(=O)C1COc2ccccc2O1 (configuration not stated)	1.0	44
O=C(O)[C@H]1CCCC[C@H]1C(=O)Nc1cc([N+](=O)[O-])ccc1F	-0.8	45

Record cards, as listed above. Order of values: STK33 kinase inh | OX1R antag
CC1/C(=C\c2ccc(Cl)cc2)C(=O)C2CC1C2(C)C (configuration not stated) as listed: -0.9 | -3
c1ccc(Cc2nc3ccccc3o2)cc1 as listed: -1.5 | 10
COC(=O)C(=Nc1ccccc1)/C(C(=O)C(=O)N(C)c1ccccc1)=C(\O)c1ccc(Cl)cc1 as listed: -0.2 | 15
CCOc1cccc(-c2nnc(SCC(=O)Nc3cc(OC)cc(OC)c3)n2N)c1 as listed: -1.2 | 10

Retrieved one by one from the entries so far, two records:
SMILES	STK33 kinase inh	OX1R antag
NC(=O)C1CCN(C2CC(=O)N(Cc3cccs3)C2=O)CC1 (configuration not stated)	.	10
CCOC(=O)C1CCN(C(=O)c2cc3cc4ccc(C)cc4nc3o2)CC1	-0.5	23
